Epigenetic derep: epigenetic control regulation, reporter derepression; AID 1865; Potency, µM (titrated, usually from 53.9 µM), inactives show at the top dose GFP activation, most hits filed as activators; murine LDR cells, GFP reporter derepression, 30 h; 0.2% of 280,000 active; active means well fitted activation curve with a large enough effect; inconclusive means small, poorly fitted or top-dose-only effect; further: % of control where 0% means no effect; nearly all actives have a fitted effect of over 60% in size
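In this reporter-derepression format, murine cells bearing a silenced integrated CMV-GFP locus incubate with test compound (30 h, 37 C), then are washed and imaged; fluorescent objects of 20–120 um count as induced cells.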
* = called active by the depositor; ? = inconclusive. Potency means the concentration at half of the fitted maximal effect. A portion of the library; the hit share may differ from the screen's.

structure	Epigenetic derep
COc1ccc(N2CCN(C(=O)c3ccc4c(c3)N(Cc3cc(C)ccc3C)C(=O)c3ccccc3S4=O)CC2)cc1 (stereo not given)	0.0%
C=Cc1ccc(CSc2nc(-c3ccc(C)cc3)nc3c2Cc2c(CO)cnc(C)c2O3)cc1	6.9%
CCOC(=O)CSc1nc2ccccc2c(=O)n1-c1cccc(C)c1	-2.1%
COc1ccc(OC)c(CNCc2c(C(=O)O)n(Cc3ccccc3)c3cc(OC)ccc23)c1	-3.0%
CCOC(=O)C1CCN(S(=O)(=O)c2csc(C(N)=O)c2)CC1	2.8%
CC(=O)c1cccc(NC(=O)c2nc(-c3ccccc3)n(-c3cccc(C)c3)n2)c1	-3.4%
COc1cccc(NC(=O)Cn2c(=O)n(-c3ccccc3)c(=O)c3ccc(C(=O)NCc4ccc5c(c4)OCO5)cc32)c1	1.5%
COc1cccc(CNC(=O)C2CCC(CNS(=O)(=O)c3ccc(Br)s3)CC2)c1 (stereo not given)	0.4%
COc1cccc(NC(=O)CSc2ncc3c(n2)-c2ccc(Cl)cc2N(C)S3(=O)=O)c1	1.3%
Cc1cc(C)c2c(-n3cccc3)c(C(=O)NCC(C)c3ccccc3)sc2n1 (stereo not given)	16%
CCOc1ccc2nc(N3CCCC(C(=O)NCc4ccccc4Cl)C3)sc2c1 (stereo not given)	5.4%
Cc1csc2nc(COc3ccc(NC(=O)COc4ccccc4F)cc3)cc(=O)n12	?
COc1cc(C2C(C(=O)Nc3ccc(C)cc3C)=C(C)Nc3nc(SCc4ccccc4)nn32)cc(OC)c1OC (stereo not given)	1.8%
CC(=O)c1ccc(NC(=O)Cn2cc3c(n2)CCCC3)cc1	3.2%
Cc1nc2nncn2c(NCc2ccc(Cl)cc2)c1C	-3.4%
O=C(CN(c1cccc(Br)c1)S(=O)(=O)c1ccccc1)N1CCc2ccccc2C1	-0.8%
Cc1ccc(CCNC(=O)c2cc(-c3ccccc3)n[nH]2)cc1	4.1%
Cc1ccc(C)c(Cn2nnc(C(=O)NCc3ccc(Cl)cc3Cl)c2N)c1	11%
Cc1ccc(S(=O)(=O)c2nc(-c3ccccc3)oc2SCC(=O)NC2CCCCC2)cc1	-1.5%
Cc1ccc(CNC(=O)c2ccc3c(c2)N(Cc2ccccc2F)C(=O)c2ccccc2S3(=O)=O)cc1	-0.3%
N=c1n(CCN2CCCCC2)c2ccccc2n1CC(O)COc1ccc(Cl)cc1Cl (stereo not given)	-1.0%
CCOc1ccc(S(=O)(=O)Nc2cc(Cl)ccc2OC)c2cccnc12	0.8%
Cc1c(C)c2c(cc(C)c3c(-c4ccccc4)coc32)oc1=O	1.9%
O=C1Nc2ccccc2Oc2cc(Oc3ccccc3)ccc21	?
COc1ccc(OCc2nc3ccccc3n2Cc2ccc(C(C)(C)C)cc2)cc1	-0.6%
CCCSc1ncc(Cl)c(C(=O)Nc2ccc(S(=O)(=O)Nc3ncccn3)cc2)n1	-0.8%
CCc1cccc(-n2c(C)nc3c(cnn3-c3ccc(C)c(C)c3)c2=O)c1	0.2%
Cc1ccc(NC(=O)Cn2c(=O)n(Cc3ccco3)c(=O)c3ccccc32)cc1	0.0%
O=C(Cn1c(=O)n(-c2ccccc2Cl)c(=O)c2sc3ccccc3c21)NC1CCCCC1	3.0%
CCOc1ccc(NC(=O)CN(c2ccc(C)cc2)S(=O)(=O)c2cccs2)cc1	5.7%
COc1ccc(-n2c3c(cc(-c4nc(-c5ccc(Cl)cc5)cs4)c2=O)C(=O)CC(C)(C)C3)cc1Cl	0.8%
CCOc1cccc(NC(=O)CSc2ncc(-c3ccccc3)[nH]2)c1	0.1%
COc1cc2c(C(=O)N3CCN(c4ccc(F)cc4)CC3)cn(CC(C)C)c(=O)c2cc1OC	-1.8%
COC(=O)c1nnn(CC(=O)Nc2ccc(Br)c(C)c2)c1N	5.3%
Cc1ccc(CNC(=O)c2sc3nc(-c4ccc(F)cc4)ccc3c2N)cc1	?
CCc1ccc(CNC(=O)C2CCN(c3nc4ccccc4nc3C(F)(F)F)CC2)cc1	0.9%
Cc1ccccc1OCCCCn1c(CCNC(=O)C(C)(C)C)nc2ccccc21	6.4%
Cc1ccc(Cl)cc1NC(=O)c1ccc(NC(=O)N2CCSc3ncccc32)cc1	7.6%
Cc1ccc(NC(=O)Cn2c(-c3ccc4c(c3)OCO4)cn(-c3ccccc3)c2=O)cc1C	0.0%
CCCS(=O)(=O)c1c(S(=O)(=O)CCC)c2cc(C(C)(C)C)ccn2c1C(=O)c1ccccc1	-0.1%
Cc1nc2nc(-c3ccc(Cl)cc3Cl)nn2c(C)c1CCC(=O)Nc1ccc(F)cc1	11%
Cc1ccc(C)c(NC(=O)N2CC=C(c3c[nH]c4ccccc34)CC2)c1	?
COc1cc2cc(CNc3ccccc3)c(=O)n(CC(=O)Nc3cc(C)cc(C)c3)c2cc1OC	-0.8%
O=C(O)c1c(-c2ccccc2)oc2ccc(OCc3c(F)cccc3Cl)cc12	-1.6%
COc1ccc(NC(=O)Cn2c(C)cc3ccccc3c2=O)c(OC)c1	1.0%
COc1ccc2c(c1)Cc1sc(NC(=O)c3cccc(F)c3)nc1-2	1.1%
CCCc1cc(=O)[nH]c(Nc2cc(Cl)ccc2OC)n1	2.7%
COc1ccc(CNc2nc3c(-c4cccc(C)c4)nnn3c3ccccc23)cc1	2.5%
Cc1ccc(Nc2c(C(C)C)c(C)c(C#N)c3nc4ccccc4n23)cc1	-1.7%
CCOC(=O)CSc1nc(-c2ccc(OC)cc2)cc(C(F)(F)F)c1C#N	?

Quoted from the results shown (three entries):
structure	Epigenetic derep
CCCSc1ncc(Cl)c(C(=O)Nc2ccc(S(=O)(=O)Nc3ncccn3)cc2)n1	-0.8%
CCc1cccc(-n2c(C)nc3c(cnn3-c3ccc(C)c(C)c3)c2=O)c1	0.2%
Cc1ccc(NC(=O)Cn2c(=O)n(Cc3ccco3)c(=O)c3ccccc32)cc1	0.0%

Random excerpt: 4 records from the list.
structure	Epigenetic derep
Cc1ccccc1OCCCCn1c(CCNC(=O)C(C)(C)C)nc2ccccc21	6.4%
Cc1ccc(Nc2c(C(C)C)c(C)c(C#N)c3nc4ccccc4n23)cc1	-1.7%
CCOc1cccc(NC(=O)CSc2ncc(-c3ccccc3)[nH]2)c1	0.1%
Cc1ccc(NC(=O)Cn2c(=O)n(Cc3ccco3)c(=O)c3ccccc32)cc1	0.0%

Continuation.
structure	Epigenetic derep
Cc1ccc(CNC(=O)CCCn2c(=O)[nH]c3ccc(Br)cc3c2=O)cc1	-2.5%
CCc1ccc(N(CC)C(=O)Cn2nc(Cc3cccnc3)c3ccccc3c2=O)cc1	2.4%
CCN1C(=O)c2ccccc2S(=O)c2ccc(C(=O)NCc3ccc(OC)cc3)cc21 (stereo not given)	0.0%
O=C(NCc1ccc(F)cc1)c1ccc(Cn2c(SCc3ccc(F)cc3)nc3cccnc32)cc1	2.7%
COc1cc2c(cc1NC(=O)C(C)Oc1ccc(Cl)cc1Cl)oc1ccccc12 (stereo not given)	5.6%
Nc1c(-c2nc(-c3ccc4c(c3)OCO4)cs2)c2ccccn2c1C(=O)c1ccc(Cl)cc1	8.1%
COc1ccc(S(=O)(=O)Nc2cc3c(cc2NCc2ccccc2)n(C)c(=O)n3C)cc1OC	-1.6%
CCc1ccccc1NC(=O)Cn1c(=O)n(Cc2ccc3c(c2)OCO3)c(=O)c2ccc(C(=O)NC3CCCCC3)cc21	2.7%
CCc1ccc(S(=O)(=O)c2cnc(SCC(=O)Nc3ccc(OC)cc3OC)[nH]c2=O)cc1	-5.1%
Cc1cccc(C)c1NC(=O)Cn1c(=O)n(CC2CCC(C(=O)NCCc3ccccc3)CC2)c(=O)c2ccccc21 (stereo not given)	-2.2%
Cc1ccc(CN2CCSc3ccc(C(=O)N4CCN(c5ccccc5)CC4)cc32)cc1	-4.4%
CCOc1cc(CNS(=O)(=O)c2ccc3c(c2)C(C)(C)C(=O)N3)cc(OCC)c1OCC	-0.1%
CCc1cccc(NC(=O)Cn2c(=O)c(C(F)(F)F)nc3ccccc32)c1	-0.4%
Cc1nc2ccc(S(=O)(=O)N(C)CC(=O)Nc3ccc(C(C)C)cc3)cc2s1	-0.9%
COc1ccc2c(c1)NC(c1ccc(F)cc1)=NC(c1ccc(F)cc1)=N2	-2.7%
COc1ccc(C)cc1NC(=O)c1c(C(=O)Nc2cccc(C)c2C)sc2nc(C)cc(=O)n12	-1.0%
Cc1nc(-c2ccccc2)sc1-c1ccc(SCC(=O)Nc2cccc(C(F)(F)F)c2)nn1	2.1%
CN(C)c1cc2c(cc1NC(=O)c1ccc(F)cc1)n(C)c(=O)n2C	-1.0%
Cc1cccc(N(CC(=O)NCCSc2ccc(Cl)cc2)S(C)(=O)=O)c1C	1.8%
COC(=O)c1nc2n(n1)C(c1cccc(Cl)c1)C(C(=O)Nc1ccccc1OC)=C(C)N2 (stereo not given)	1.1%
Fc1ccc(-n2nc(-c3ccccc3)c3cnc4ccccc4c32)cc1Cl	0.5%
COc1ccc(OCc2nc3ccccc3n2Cc2ccccc2Cl)cc1	-0.7%
CCOC(=O)c1cccc(NS(=O)(=O)c2cc(Br)cc3c2N(C(=O)C2CC2)CC3)c1	?
Cc1nn(CCCC(=O)Nc2ccccc2C(F)(F)F)c(=O)c2c1sc1ccccc12	2.6%
CC1=C(C(=O)Nc2ccccc2)C(c2cccs2)n2nc(SCc3ccccc3)nc2N1 (stereo not given)	4.2%
CCCCOc1ccc(C(=O)Nc2ccc(-c3cc4ccccc4oc3=O)cc2)cc1	-0.5%
CN(C)S(=O)(=O)N(CC(=O)NCCSc1ccc(Cl)cc1)c1ccccc1	0.0%
CCOc1ccc(NC(=O)c2cc3nc(-c4ccc(OC)cc4)cc(C(F)(F)F)n3n2)cc1	-1.1%
Cc1ccc(NC(=O)Nc2nnc(N3CCCC3)s2)cc1C	1.0%
COc1ccc2c(c1)c1c(c(=O)n(CCc3ccccc3)c(=O)n1Cc1ccc(F)cc1)n2C	2.1%
Cc1ccc(S(=O)(=O)c2cn(Cc3cccc(C)c3)c3cc4c(cc3c2=O)OCO4)cc1	12%
CC(=O)Nc1ccc(NC(=O)CSc2nc3ccccc3nc2N2CCCCC2)cc1	2.8%
COc1ccccc1-c1cc2nc(C)c(CCC(=O)Nc3cc(C)ccc3C)c(C)n2n1	8.9%
Cc1ccc(Nc2c(-c3ccc(N4CCOCC4)cc3)nc3ccc(C)cn23)cc1	-0.4%
COc1ccc(-c2cc(C(=O)NCCc3ccccc3)c3c(-c4ccccc4)[nH]nc3n2)cc1OC	-0.9%
CCOc1ccccc1NS(=O)(=O)c1ccc2oc(=O)c3ncn(C)c3c2c1	0.6%
CC1=C(C(=O)OC2CCCC2)C(c2ccc(F)cc2F)CC(=O)N1 (stereo not given)	3.8%
Cc1ccc(Cn2c(=O)n(-c3ccc(C)c(C)c3)c(=O)c3c(C)c(C)sc32)cc1	?
CCOc1ccc(C2CC(=O)c3c([nH]c(C(=O)OC4CCC(C)CC4)c3C)C2)cc1 (stereo not given)	0.1%
O=C1OCC2=C1C(c1cccc(Cl)c1)CC(=O)N2c1ccc(C(F)(F)F)cc1 (stereo not given)	-1.1%
Nc1c(-c2nc(-c3ccccc3)no2)nnn1CC(=O)Nc1cccc(F)c1	-0.8%
Cc1cc(NC(=O)CCc2nc3cccnc3n2-c2ccccc2)ccc1Br	-3.3%
COc1cc(NS(=O)(=O)c2ccc(NC(=O)C(C)Oc3ccc(Cl)cc3Cl)cc2)nc(OC)n1 (stereo not given)	-0.8%
COc1ccc(Cl)cc1NC(=O)c1cc2nc(-c3ccc(C)cc3)cc(C(F)(F)F)n2n1	-0.2%
CCc1ccc(C(=O)c2cn(CC(=O)Nc3cc(OC)ccc3OC)c3ccc(Cl)cc3c2=O)cc1	-3.1%
O=C(NCCC1=CCCCC1)c1ccc2c(c1)N(Cc1ccc(Cl)cc1)C(=O)c1ccccc1S2=O (stereo not given)	-1.1%
COc1ccc(N2CCN(C(=O)C(C)n3nc(C)c4sc5ccccc5c4c3=O)CC2)cc1 (stereo not given)	-5.1%
CCn1cc2nc(SCC(=O)Nc3cccc(Cl)c3C)n(Cc3ccc(Cl)cc3)c(=O)c2n1	1.7%
CCSc1ncc(Cl)c(C(=O)Nc2sc(C(C)=O)c(C)c2C(=O)OC)n1	?
CCC(=O)N1CCc2cc(Br)cc(S(=O)(=O)N3CCC(C(=O)Nc4ccccc4F)CC3)c21	-1.8%

More structures:
structure	Epigenetic derep
COc1cccc(CNC(=O)CC(c2ccc(F)cc2)N2Cc3ccccc3C2=O)c1 (stereo not given)	-3.6%
CCOC(=O)c1cnn(-c2ccc(OC)cc2)c1C1CCN(C(=O)OC(C)(C)C)CC1	0.8%
Cc1cc(C)c2oc(-c3ccc(NC(=O)c4cc(Br)ccc4Cl)cc3)nc2c1	0.0%
O=C(CCc1cn(Cc2ccc(F)cc2)c2ccccc12)NC1CCCCC1	-0.1%
COc1ccc(N2CCN(C(=O)Nc3ccc(Cl)cc3)CC2)cc1	-1.0%
COc1ccc(-c2cc(=O)oc3c4c(ccc23)OCN(Cc2cccc(OC)c2)C4)cc1	5.6%
CCCN1C(C(=O)c2ccccc2)=C(OC(=O)c2ccc(C)cc2)c2ccccc2S1(=O)=O	0.0%
CCc1nnc(SCC(=O)N(C)c2ccccc2)c2cc3sccc3n12	2.2%
CCOC(=O)c1ccc(NC(=O)C2=C(C)C(=O)OC23CCN(C(C)C)CC3)cc1	-4.0%

Screening data deposited in PubChem BioAssay by National Center for Advancing Translational Sciences (NCATS).
